Compound activity deposited in PubChem BioAssay by several laboratories.
MsrA act: activates bovine MsrA enzyme. purified bovine MsrA, absorbance read-out. activation, % at 10.6 µM. actives 0.3% (n = 360,000); in the data active = activation above about 7.5%;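 note: 0% = vehicle and 100% = reference activator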
FAS TE block: blocks the thioesterase domain of human fatty acid synthase. P49327. recombinant FAS-TE, OMFH fluorogenic substrate, fluorescence endpoint. inhibition, % at 15 µM. actives 0.67% (n = 360,000). AID 602261;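 active = compounds whose normalised, plate-corrected inhibition of enzyme fluorescence in the single-dose primary screen is 50% or more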;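 note: 0% = DMSO with enzyme and 100% = substrate without enzyme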
MsrA inhibitor: bovine MsrA inhibition; purified bovine MsrA, absorbance read-out; inhibition, % at 15.5 µM; actives 0.75% (n = 360,000); in the data active = inhibition above about 4.5%;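 note: 0% = vehicle wells with enzyme and 100% = reference inhibitor wells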
TbMetRS inhib: Trypanosoma brucei MetRS inhibition; actives 0.4% (n = 360,000); AID 624268; purified T. brucei MetRS, ATP depletion, Kinase-Glo luminescence; inhibition, % at 11.9 µM;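 active = inhibition above a per-plate cutoff of the control wells' mean inhibition plus 3 SD, cut at about 5.5% in these data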;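 note: 0% = DMSO wells median and 100% = median of wells with control inhibitor compound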
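Measured by: Kinase-Glo luciferase luminescence reporting remaining unconsumed ATP. Material: purified T. brucei MetRS enzyme. Doses: 11.9 µM compound single dose, 0.9% DMSO. Medium: HEPES buffer containing pyrophosphatase, BSA, spermine, DTT. Times: 15 min preincubation, 2 h reaction, all 25 °C. Reagent: methionine, ATP and bulk E. coli tRNA.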
MT1-MMP act inh: inhibitors of human MT1-MMP activation; P50281; HT1080 RFP-PRO-GFP cells, GFP/RFP ratio fluorescence, overnight; percent of plate control window, DMSO zero; GFP/RFP ratio change, % at 20 µM; actives 0.061% (n = 360,000);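 active = GFP/RFP ratio change of at least 30% with cell ATP level not reduced by more than half and red fluorescence within 50% of control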; note: strong numbers were not always called active
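system = RFP-PRO-GFP reporter HT1080 cells | dosing = 20 µM single dose, 1% DMSO | timing = overnight cell settling, then overnight compound exposure, 37 °C, 5% CO2 | read-out basis = GFP/RFP fluorescence ratio | controls = DMSO and RFP-L50D-GFP cell wells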
SKN-1 inh: C. elegans SKN-1 inhibition. C. elegans VP596 Pgst-4::GFP/RFP ratio, acrylamide-induced, 24 h. inhibition, % at 21.8 µM. actives 0.49% (n = 360,000). AID 624304;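 active = interference check ratio from 0.5 to 1.5 plus GFP to RFP signal ratio inhibition reaching or exceeding a fixed threshold, cut at about 30% in these data, passing the limit was not always enough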; note: some compounds called inactive have numbers as strong as hits
CendR NRP1 mod: modulators of CendR peptide binding to human neuropilin-1 | actives 0.85% (n = 360,000) | FAM-RPARPAR peptide binding to NRP-1, fluorescence polarization | AID 602438 | O14786 | inhibition, % at 25 µM;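 active = inhibition or corrected inhibition above about 18%, plus a signal ratio from 0.5 to 1.5, limit read from the data, passing the limit was not always enough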; note: strong numbers were not always called active
PABP1 MLLE inh: inhibitors of microRNA-mediated deadenylation, human PABP1 MLLE binding. actives 0.36% (n = 360,000). AID 588489. GST-MLLE / FITC-PAM2 fluorescence polarization. P11940. inhibition, % at 20 µM; in the data active = inhibition above about 35%, passing the limit was not always enough;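 note: plate controls were DMSO wells with GST-MLLE for no effect and wells lacking GST-MLLE protein for full effect; some results filed as inactive read as strong as hits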
Target sequence (P11940 whole entry, looked up): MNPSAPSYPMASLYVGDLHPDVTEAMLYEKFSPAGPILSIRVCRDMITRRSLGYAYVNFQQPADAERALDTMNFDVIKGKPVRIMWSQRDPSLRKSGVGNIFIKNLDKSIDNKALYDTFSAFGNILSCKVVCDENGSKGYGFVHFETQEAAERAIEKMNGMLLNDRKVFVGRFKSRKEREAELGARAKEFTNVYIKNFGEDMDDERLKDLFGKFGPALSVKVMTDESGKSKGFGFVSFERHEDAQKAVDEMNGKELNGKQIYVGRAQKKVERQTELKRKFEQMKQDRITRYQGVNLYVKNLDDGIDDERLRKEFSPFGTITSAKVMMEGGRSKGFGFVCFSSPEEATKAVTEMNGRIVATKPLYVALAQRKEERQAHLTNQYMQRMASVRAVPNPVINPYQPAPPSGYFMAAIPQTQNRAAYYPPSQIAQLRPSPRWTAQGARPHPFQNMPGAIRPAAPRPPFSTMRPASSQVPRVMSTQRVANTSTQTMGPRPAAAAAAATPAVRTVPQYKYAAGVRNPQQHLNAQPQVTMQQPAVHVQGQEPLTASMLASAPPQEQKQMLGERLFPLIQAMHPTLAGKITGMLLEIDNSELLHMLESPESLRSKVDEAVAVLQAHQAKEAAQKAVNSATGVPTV
eLon inh: inhibits E. coli Lon protease. P0A9M0. purified E. coli Lon protease, fluorescence polarization. inhibition, % at 7.94 µM. actives 0.42% (n = 360,000). AID 602123; in the data active = inhibition above about 13%, passing the limit was not always enough;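 note: 0% = enzyme with probe and DMSO and 100% = no enzyme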
An asterisk follows results filed as active; x = not tested or not shown.

SMILES	MsrA act	FAS TE block	MsrA inhibitor	TbMetRS inhib	MT1-MMP act inh	SKN-1 inh	CendR NRP1 mod	PABP1 MLLE inh	eLon inh
CC1=C(C(=O)N(C(C)C)C(C)C)CC(CC(=O)NCC2CCCCC2)C(=O)N1Cc1ccccc1 (centres undefined)	-1	2	-1.2	-0.5	0	-8	8	-2	-8
COc1cccc(NC(=O)c2cc([N+](=O)[O-])ccc2NC(=O)CNCC2CCCO2)c1 (centres undefined)	-7	52*	0.1	-0.1	3	8	4	8	-9
C[C@H]1NS(=O)(=O)c2cc(Cl)ccc2O[C@@H]1c1ccccc1	-3	3	-0.9	-0.1	0	13	0	-3	4
CN(CCc1ccccn1)C(=O)CCC1CCCN(C(=O)CN2CCCCCC2)C1 (centres undefined)	-2	0	0.1	-0.7	-5	-5	-1	8	-12
O=C(CN1CCC(NC(=O)c2ccco2)CC1)Nc1ccccc1C(F)(F)F	-2	-3	-1.3	-0.1	4	6	4	11	-8
Cc1cccc(OCc2nnc(SC(C)C(=O)Nc3ccc(N4CCOCC4)cc3)o2)c1 (centres undefined)	-10	0	0.0	0.6	1	-19	2	-105	-7
COc1cc(NC(=O)C2=C(N3CCOCC3)/C(=C\c3ccc(Cl)cc3Cl)CC2)cc(OC)c1OC	-2	5	-0.5	0.3	3	-1	-12	-8	-18
Cc1ccc(NC(=O)CN(C)C(=O)CCSc2ccc(F)cc2)cc1	-5	6	-0.8	43*	3	-6	9	5	-5
COc1ccc(C(=O)n2cnc(N)n2)cc1	-2	-7	0.4	-0.2	3	-7	7	-5	0
Oc1ccc(-c2csc(Nc3cccc4ccccc34)n2)cc1O	0	6	-0.1	-0.6	-2	27	3	-50	-9
Cc1ccc(NC(=O)Cn2nc(C)c([N+](=O)[O-])c2C)cc1Cl	-3	19	1.2	-0.2	5	-7	-12	0	-2
CCN(CC)c1nc(N2CCN(CCO)CC2)nc2ccccc12	-3	-7	2.0	0.2	3	9	8	-1	-5
COc1ccc(S(=O)(=O)N2CCCCCC2)cc1NC(=O)CN1C(=O)NC(C)(c2ccccc2)C1=O (centres undefined)	-2	2	0.7	-0.2	2	7	-11	-43	-4
CCn1c(SCc2nc3ccccc3c(=O)[nH]2)nnc1-c1ccncc1	-1	-8	1.5	0.3	1	24	-5	1	7
COc1cc(NC(=O)CSc2nnnn2C2CCCC2)cc(OC)c1	-3	-5	0.3	0.1	2	10	10	9	6
CC/C=C\[C@H](O)[C@H](O)C1=C(C)C(=O)[C@]2(O1)C(=O)N[C@@](OC)(C(=O)c1ccccc1)C2O (some centres undefined)	-1	-5	0.7	0.1	-8	9	8	-2	3
COc1cc(C(=O)NC2CC(C)CC(C)(C)C2)cc(OC)c1OC (centres undefined)	2	0	0.2	-0.1	4	21	-4	2	-16
O=C(CCC(=O)N1CCN(c2ccc(F)cc2)CC1)c1ccc(Cl)cc1	-3	8	-0.7	-0.3	1	14	-1	-6	-16
CN(Cc1ccccc1)C(=O)Nc1c(Cl)cccc1Cl	-9	-5	0.6	-1.5	0	3	12	3	0
CCOCCCNC(=O)CN1C(=O)COc2ccc(S(=O)(=O)N3CCOCC3)cc21	-2	-5	0.4	0.0	-5	4	-3	3	-7
CCCn1c(=O)c2ccccc2n2c(SC(C)C(N)=O)nnc12 (centres undefined)	-1	-9	-1.0	-0.1	5	1	0	-8	5
O=S(=O)(NC1=NCCC1)c1cccc(NC(=S)NCCc2ccccc2)c1	-2	-6	-0.3	0.6	3	-4	16	26	-7
CCn1nc(NC(=O)c2ccncc2)c2cc3cccc(C)c3nc21	-2	0	0.8	0.2	-15	-7	-8	-5	-4
O=C(CN(C(=O)c1csnn1)c1ccccc1Cl)NC1CCCC1	-4	-4	1.2	-0.3	2	14	14	10	-9
COc1cc2c(cc1NC(=S)Nc1cccc(C)c1)oc1ccccc12	-4	-4	-0.7	-0.7	-1	4	-3	27	0
COC(=O)[C@]12CCCCC=C1N(CCC1=CCCCC1)C(=O)[C@H](CC(=O)NCc1cccc3ccccc13)C2	-2	19	-0.5	0.3	-7	0	-15	x	0
O=C(Nc1ccccc1C(=O)NC(Cc1ccccc1)C(=O)NC1CCCCC1)c1ccccc1 (centres undefined)	-3	-13	0.1	-0.2	-14	5	-8	-10	-2
CCOc1ccc2nc(SCC(=O)N(CC(C)C)c3c(N)n(CC(C)C)c(=O)[nH]c3=O)[nH]c2c1	-5	-4	-0.2	-0.3	-2	-11	3	-83	-3
CC(C)CNC(=O)COC(=O)c1ccccc1OCC(=O)Nc1ccc(Br)cc1	-9	-6	0.3	-1.4	-2	6	-18	-15	3
O=C(c1ccc(F)cc1)n1ccc(-c2cnc(-c3ccccc3)s2)n1	-2	0	1.0	-0.2	5	7	-4	-8	4
CCOC(=O)C(NCc1ccco1)(NC(=O)c1ccccc1)C(F)(F)F (centres undefined)	-3	-2	0.5	0.9	0	8	5	-5	1
COCCn1c(N)c(N(Cc2ccccc2)C(=O)C2=COCCO2)c(=O)[nH]c1=O	-7	-10	-1.4	-0.4	-1	3	9	-57	29*
CN(C)C(=O)CCN1CCOCC1	-2	-7	0.8	2.5	-1	9	0	6	-2
O=C1NCCN1C(=O)c1ccccc1F	1	-6	0.1	0.1	1	7	-2	-9	4
CCOC(=O)C1CCN(C(=O)c2ccc(Cl)c(S(=O)(=O)N3CCCC3)c2)CC1	-2	-2	-0.5	-0.4	-4	-2	30*	4	-11
Cn1c(=O)cc(SCC(=O)NCc2ccc(F)cc2)c2ccccc21	-1	-5	0.3	-0.4	2	-4	-3	-5	-2
CCn1c(C(O)c2ccccc2)nc2ccccc21 (centres undefined)	-2	-6	-0.5	-0.4	-2	-3	1	11	1
CC(=O)N1CCc2cc(S(=O)(=O)CCC(=O)NCc3ccc(C)o3)ccc21	-3	-4	-1.1	-0.2	-7	7	1	24	1
O=C(NCCO)C(=O)NCC(c1ccc2c(c1)OCO2)N1CCN(c2ccc(F)cc2)CC1 (centres undefined)	-1	-1	0.5	-0.2	4	2	0	7	1
COC(=O)CSc1nc(-c2ccccc2)nc2ccc(F)cc12	-1	16	0.4	-0.9	4	-11	-7	12	-5

Reprinted at random: 2 compounds from above, in no set order.
SMILES	MsrA act	FAS TE block	MsrA inhibitor	TbMetRS inhib	MT1-MMP act inh	SKN-1 inh	CendR NRP1 mod	PABP1 MLLE inh	eLon inh
COC(=O)CSc1nc(-c2ccccc2)nc2ccc(F)cc12	-1	16	0.4	-0.9	4	-11	-7	12	-5
CC(=O)N1CCc2cc(S(=O)(=O)CCC(=O)NCc3ccc(C)o3)ccc21	-3	-4	-1.1	-0.2	-7	7	1	24	1

Next records.
SMILES	MsrA act	FAS TE block	MsrA inhibitor	TbMetRS inhib	MT1-MMP act inh	SKN-1 inh	CendR NRP1 mod	PABP1 MLLE inh	eLon inh
O=C(NCc1ccccc1)c1cc(C2CCCCN2C(=O)c2ccc3c(c2)CCO3)on1 (centres undefined)	4	4	-0.5	-0.1	0	4	-7	-12	-3
COc1ccc(CCNC(=O)COc2nncc3ccccc23)cc1	0	-4	-1.2	-0.1	4	-11	3	-5	-1
COc1ccc(CCNC(=O)c2cccs2)cc1OC	-6	0	1.1	-0.7	2	7	0	-7	2
CCC(C)(C(=O)NC1CCCCC1)N(Cc1cccs1)C(=O)c1ccc(=O)[nH]c1 (centres undefined)	3	-12	-0.1	-0.6	3	5	5	0	-5
Clc1cccc(-c2nc3c4ccccc4ccn3c2Cc2ccccc2)c1	-3	24	0.5	-0.5	-4	11	-12	-10	-8
c1ccc(-c2ccc3ccccc3n2)cc1	-5	6	-0.2	-0.4	1	24	-36	-17	1
CCN(CC(=O)Nc1ccc(OC)cc1)C(=O)COc1cccc2c1OC(C)(C)C2	-9	-3	0.1	-0.5	-2	-16	2	9	-14
CN(CC(O)COCc1ccccc1F)C1CCCCC1 (centres undefined)	-2	-6	-0.7	-0.6	1	-4	-4	0	-12
Cc1ccc2nc(-c3ccc(NC(=S)NC4CC(C)(C)NC(C)(C)C4)cc3)sc2c1	0	-51	0.5	-0.6	-6	84*	-12	3	5
COc1ccccc1CCNC(=O)c1cc(-c2ccccn2)nc2ccccc12	-4	-3	0.1	0.0	0	11	-5	7	1
O=Cc1c(N2CCN(c3ccccc3)CC2)nc2ccccn2c1=O	-3	-1	0.9	-0.1	-3	2	-6	-4	-1

14 neighbouring records from above, for reference:
SMILES	MsrA act	FAS TE block	MsrA inhibitor	TbMetRS inhib	MT1-MMP act inh	SKN-1 inh	CendR NRP1 mod	PABP1 MLLE inh	eLon inh
CC(=O)N1CCc2cc(S(=O)(=O)CCC(=O)NCc3ccc(C)o3)ccc21	-3	-4	-1.1	-0.2	-7	7	1	24	1
O=C(NCCO)C(=O)NCC(c1ccc2c(c1)OCO2)N1CCN(c2ccc(F)cc2)CC1 (centres undefined)	-1	-1	0.5	-0.2	4	2	0	7	1
COC(=O)CSc1nc(-c2ccccc2)nc2ccc(F)cc12	-1	16	0.4	-0.9	4	-11	-7	12	-5
O=C(NCc1ccccc1)c1cc(C2CCCCN2C(=O)c2ccc3c(c2)CCO3)on1 (centres undefined)	4	4	-0.5	-0.1	0	4	-7	-12	-3
COc1ccc(CCNC(=O)COc2nncc3ccccc23)cc1	0	-4	-1.2	-0.1	4	-11	3	-5	-1
COc1ccc(CCNC(=O)c2cccs2)cc1OC	-6	0	1.1	-0.7	2	7	0	-7	2
CCC(C)(C(=O)NC1CCCCC1)N(Cc1cccs1)C(=O)c1ccc(=O)[nH]c1 (centres undefined)	3	-12	-0.1	-0.6	3	5	5	0	-5
Clc1cccc(-c2nc3c4ccccc4ccn3c2Cc2ccccc2)c1	-3	24	0.5	-0.5	-4	11	-12	-10	-8
c1ccc(-c2ccc3ccccc3n2)cc1	-5	6	-0.2	-0.4	1	24	-36	-17	1
CCN(CC(=O)Nc1ccc(OC)cc1)C(=O)COc1cccc2c1OC(C)(C)C2	-9	-3	0.1	-0.5	-2	-16	2	9	-14
CN(CC(O)COCc1ccccc1F)C1CCCCC1 (centres undefined)	-2	-6	-0.7	-0.6	1	-4	-4	0	-12
Cc1ccc2nc(-c3ccc(NC(=S)NC4CC(C)(C)NC(C)(C)C4)cc3)sc2c1	0	-51	0.5	-0.6	-6	84*	-12	3	5
COc1ccccc1CCNC(=O)c1cc(-c2ccccn2)nc2ccccc12	-4	-3	0.1	0.0	0	11	-5	7	1
O=Cc1c(N2CCN(c3ccccc3)CC2)nc2ccccn2c1=O	-3	-1	0.9	-0.1	-3	2	-6	-4	-1
